Bioassay records from PubChem.
G9a block: inhibitors of human histone lysine methyltransferase G9a | hit rate 8.8% among 350,000 | Q96KQ7 | G9a H3K9 monomethylation, AlphaScreen, 2 h | Potency, µM (doses to about 102 µM), for the others: at the top dose activity, negative = inhibition, most hits filed as inhibitors; also: potency is read from the fitted curve at half-maximal effect; % is scaled to controls: 0 for no effect and ±100 for the full control effect; nearly all actives have a fitted effect of over 75% in size
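AlphaScreen detection with an anti-monomethyl H3K9 antibody quantified product after a 2 h room-temperature reaction containing 500 nM biotinylated H3K9 peptide, 20 µM SAM and 20 nM enzyme, which had been preincubated 15 min with compound.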
PGK inhibitor: blocks T. brucei phosphoglycerate kinase; Potency, µM (titrated, usually from 57.5 µM), inactives show at the highest dose activity change, negative = inhibition, usual class: inhibitors; AID 602233; hit rate 0.043% among 380,000; PGK/GAPDH coupled, Kinase-Glo luminescence, 60 min; P07378; also: potency is read from the fitted curve at half-maximal effect; % is scaled to controls: 0 for no effect and ±100 for the full control effect; nearly all actives have a fitted effect of over 60% in size
Target sequence (P07378 whole entry, looked up): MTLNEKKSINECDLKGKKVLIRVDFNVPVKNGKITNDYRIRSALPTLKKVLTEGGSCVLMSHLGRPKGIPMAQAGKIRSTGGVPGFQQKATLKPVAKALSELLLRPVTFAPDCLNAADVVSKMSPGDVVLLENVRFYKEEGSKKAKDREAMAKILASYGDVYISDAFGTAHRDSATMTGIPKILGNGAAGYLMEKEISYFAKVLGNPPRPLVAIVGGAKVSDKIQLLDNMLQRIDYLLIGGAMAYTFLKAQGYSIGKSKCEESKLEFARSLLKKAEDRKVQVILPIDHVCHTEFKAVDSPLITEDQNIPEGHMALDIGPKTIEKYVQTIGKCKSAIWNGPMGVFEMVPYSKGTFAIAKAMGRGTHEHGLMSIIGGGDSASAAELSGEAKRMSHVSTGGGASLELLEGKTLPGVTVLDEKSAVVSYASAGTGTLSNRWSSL
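Recombinant glycosomal PGK reaction used 1,3-bisphosphoglycerate generated in-well by GAPDH (100nM final) in 100mM TEA pH 7.6, 5mM MgCl2, 0.01% Tween-20. After 60 minutes at room temperature, ATP was read by Kinase-Glo Plus luminescence end-point.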
JMJD2A Tudor: inhibitors of human JMJD2A Tudor domain; hit rate 4.4% among 390,000; Potency, µM (top dose mostly 114 µM), inactives show at the highest dose activity change, negative = inhibition, actives largely listed as inhibitors; O75164; AlphaScreen JMJD2A-Tudor / H3K4me3 peptide binding; also: potency is read from the fitted curve at half-maximal effect; % is scaled to controls: 0 for no effect and ±100 for the full control effect; nearly all actives have a fitted effect of over 50% in size
Pin1 inh: inhibitors of human Pin1; Q13526; Pin1 FP peptide displacement, HiFluor488, 10 min; Potency, µM (titrated, usually from 115 µM), without a hit: at the highest dose activity, negative = inhibition, usual class: inhibitors; hit rate 0.009% among 390,000; AID 504891; active = well fitted inhibition curve with a large enough effect in the polarisation, with a control signal flat, not every such curve was filed as active; inconclusive = small, poorly fitted or top-dose-only effect, or effect the other way, or a change in a side signal; inactive = no such curve, though single readings can be large or run the other way; the % refers to the polarisation; also: potency is read from the fitted curve at half-maximal effect; % is scaled to controls: 0 for no effect and ±100 for the full control effect
Target sequence (Q13526 whole entry, looked up): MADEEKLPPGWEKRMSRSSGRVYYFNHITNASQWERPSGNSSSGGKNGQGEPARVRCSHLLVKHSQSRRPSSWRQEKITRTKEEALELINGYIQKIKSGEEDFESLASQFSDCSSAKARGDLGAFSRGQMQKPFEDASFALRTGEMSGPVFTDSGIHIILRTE
GLS inhibitor: glutaminase GLS (human) inhibition | GLS enzymatic activity, qHTS titration | AID 624170 | hit rate 0.21% among 410,000 | Potency, µM (doses to about 45.5 µM), for inactives: top-dose activity change, negative = inhibition, hits mostly inhibitors | O94925; also: potency is read from the fitted curve at half-maximal effect; % is scaled to controls: 0 for no effect and ±100 for the full control effect
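Glutamate formation by hKGA was monitored fluorometrically using coupled glutamate oxidase, HRP and Amplex Red. Substrate was added as 1 mM L-glutamine solution; incubation was 30 min at RT after an initial read.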
PI4K2A block: inhibitors of human PI4K2A | purified PI4K2A, ADP-Glo luminescence, 1 h; hits give low values | activity change, negative = inhibition, % at 76.9 µM | hit rate 0.13% among 420,000 | AID 1346378; in the data active = activity change below about -50%; inconclusive = mostly about -30% to -49%;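 also: -100% = wells without enzyme as full effect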
Target sequence (Q9BTU6 whole entry, looked up): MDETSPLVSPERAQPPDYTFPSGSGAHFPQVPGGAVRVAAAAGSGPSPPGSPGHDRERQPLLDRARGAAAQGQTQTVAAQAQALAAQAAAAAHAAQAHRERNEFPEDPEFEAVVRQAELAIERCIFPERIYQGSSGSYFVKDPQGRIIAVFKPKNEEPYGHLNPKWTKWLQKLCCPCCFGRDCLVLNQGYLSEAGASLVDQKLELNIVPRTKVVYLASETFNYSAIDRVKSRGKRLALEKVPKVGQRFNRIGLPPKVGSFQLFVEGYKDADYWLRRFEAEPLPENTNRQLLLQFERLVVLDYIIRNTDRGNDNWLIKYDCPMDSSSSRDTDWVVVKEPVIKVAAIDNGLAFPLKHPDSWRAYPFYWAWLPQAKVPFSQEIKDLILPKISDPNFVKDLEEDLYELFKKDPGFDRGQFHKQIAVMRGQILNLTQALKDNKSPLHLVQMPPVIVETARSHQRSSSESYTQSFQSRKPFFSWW
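Compounds are screened against recombinant PI4K2A using PI as substrate and ATP, the latter dispensed at 300 microM. Reactions run one hour at ambient temperature before ADP-Glo detection; full inhibition defined by wells lacking enzyme.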
HP1b binding inh: HP1-beta chromodomain-methylated histone interaction inhibition; AID 540317; hit rate 0.56% among 390,000; P83916; AlphaScreen HP1-beta / biotin-H3K9me3 peptide binding; Potency, µM (doses to about 114 µM), for inactives: at the top dose activity change, negative = inhibition, hits mostly inhibitors; also: potency is read from the fitted curve at half-maximal effect; nearly all actives have a fitted effect of over 70% in size; inactives centre near 23
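AlphaScreen: HP1-beta (50 nM) preformed 30 min with biotin-H3(1-18)K9me3 peptide (50 nM) in PBS pH 7.4, 0.01% Tween-20. Compound added for 30 min at RT, then streptavidin donor/nickel chelate acceptor beads (10 ug/mL) for 30 min.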
BAZ2B block: BAZ2B (human) inhibition. Potency, µM (series often up to 114 µM), inactives show at the highest dose activity change, negative = inhibition, most hits filed as inhibitors. AlphaScreen BAZ2B-H3K14Ac peptide displacement. AID 504333. hit rate 4.4% among 360,000; also: potency is read from the fitted curve at half-maximal effect; % is scaled to controls: 0 for no effect and ±100 for the full control effect; nearly all actives have a fitted effect of over 60% in size
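Compounds, titrated to a top concentration of 110 uM, were incubated 30 min at room temperature with preformed BAZ2B/acetyl-K14 H3 peptide complex (50 nM each). Proximity signal was measured by AlphaScreen after 20 min with beads.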
POLH inh: blocks human DNA polymerase eta activity; hit rate 1.2% among 390,000; recombinant Pol eta, fluorescent DNA replication assay; Potency, µM (series often up to 114 µM), inactives show at the highest dose activity change, negative = inhibition, hits mostly inhibitors; also: potency is read from the fitted curve at half-maximal effect; % is scaled to controls: 0 for no effect and ±100 for the full control effect
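Pol eta at 10 nM preincubated with compounds 15 min at room temperature; reaction started with fluorescent substrate (50 nM final) and read kinetically at 0 and 10 min.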
An asterisk follows results filed as active; i = inactive; ? = inconclusive; · = no result given; & = joins results of further samples; [ ] = remark or other dose. Unless noted, calls follow the shape of the dose curve; as a rule, active = well fitted curve in the direction sought with a large enough effect; inconclusive = small, poorly fitted or top-dose-only effect, or another doubt; inactive = no such curve, though single readings can be large; an effect the other way counts as inactive or inconclusive. A portion of the library. The share of hits here may be higher or lower than overall.

SMILES	G9a block	PGK inhibitor	JMJD2A Tudor	Pin1 inh	GLS inhibitor	PI4K2A block	HP1b binding inh	BAZ2B block	POLH inh
O=C1NC(=O)C2(CCCCC2C2CCCCC2)N1 (stereo not given)	·	-1%	-7%	-15%	-2%	-3	20%	·	12%
CSCc1c(C(=O)Nc2ccccc2N2CCOCC2)oc2ccccc12	-4%[12.7 µM]	0%	-11%	19%	0%	-2	25%	0%	-9%
Clc1ccc(-c2csc(Nc3cccnc3)n2)cc1	?	-6%	-3%	3%	-13%	4	33%	-15%	-11%
O=C(Cn1cc(C(F)(F)F)cc(Cl)c1=O)Nc1cccc(Cl)c1	4%[59 µM]	-5%	-2%	0%	-1%	-3	39%	-6%	-14%
O=C(O)c1cn(Cc2ccccc2Cl)c2ccc(S(=O)(=O)N3CCOCC3)cc2c1=O	?	-2%	-1%	2%	13%	-8	38%	-19%	-21%
CCOc1ccccc1N1CCN(C(=O)c2cccc(S(=O)(=O)N3CCOCC3)c2)CC1	-3%[12.7 µM]	-9%	-11%	-1%	12%	0	16%	3%	-20%
COC(=O)c1cc(C(=O)OC)n(Cc2ccc(C)cc2)c1C	50µM*	-11%	-17%	-14%	?	-25	26%	?	35µM*
COc1cccc(CN2CCN(Cc3ccon3)CC2CCO)c1 (stereo not given)	4%	i	-3%	2%	-6%	1	64%[activator]	3%	-11%
COc1ccc(C)cc1NC(c1nnc(-c2ccccc2)o1)c1ccc(F)cc1Cl (stereo not given)	?	-6%	-34%	5%	14%	0	0%	?	-7%
COc1ccc(NC(=O)CSc2n[nH]c(CNc3cccc(C)c3)n2)cc1	?	2%	-23%	0%	-20%	-3	26%	-27%	-8%
CC1CN(c2oc(-c3ccco3)nc2S(=O)(=O)c2ccccc2)CC(C)O1 (stereo not given)	?	-9%	-19%	-8%	1%	-4	35%	4%	-17%
Cn1c(=O)c2c(ncn2CC(=O)N2CCN(c3ccccc3F)CC2)n(C)c1=O	?	i	-5%	-6%	-4%	2	16%	1%	6%
CN(CCOC(=O)c1cccc(Br)c1)C(C)(C)C	?	-2%	-23%	-15%	18%	-9	12%	-7%	-2%
CN(C(=O)COC(=O)c1cccs1)c1c(N)n(Cc2ccccc2)c(=O)[nH]c1=O	8%[0.501 µM]	1%	-5%	1%	0%	-2	34%	-3%	-16%
COc1ccc(C(=O)O/N=C(\N)c2ccccn2)cc1[N+](=O)[O-]	·	14%	-14%	0%	37%[activator]	9	20%	-5%	-13%

Of the compounds above, three contain fluorine.
SMILES	G9a block	PGK inhibitor	JMJD2A Tudor	Pin1 inh	GLS inhibitor	PI4K2A block	HP1b binding inh	BAZ2B block	POLH inh
O=C(Cn1cc(C(F)(F)F)cc(Cl)c1=O)Nc1cccc(Cl)c1	4%[59 µM]	-5%	-2%	0%	-1%	-3	39%	-6%	-14%
COc1ccc(C)cc1NC(c1nnc(-c2ccccc2)o1)c1ccc(F)cc1Cl (stereo not given)	?	-6%	-34%	5%	14%	0	0%	?	-7%
Cn1c(=O)c2c(ncn2CC(=O)N2CCN(c3ccccc3F)CC2)n(C)c1=O	?	i	-5%	-6%	-4%	2	16%	1%	6%

4 records drawn at random from those above:
SMILES	G9a block	PGK inhibitor	JMJD2A Tudor	Pin1 inh	GLS inhibitor	PI4K2A block	HP1b binding inh	BAZ2B block	POLH inh
COC(=O)c1cc(C(=O)OC)n(Cc2ccc(C)cc2)c1C	50µM*	-11%	-17%	-14%	?	-25	26%	?	35µM*
CN(C(=O)COC(=O)c1cccs1)c1c(N)n(Cc2ccccc2)c(=O)[nH]c1=O	8%[0.501 µM]	1%	-5%	1%	0%	-2	34%	-3%	-16%
CN(CCOC(=O)c1cccc(Br)c1)C(C)(C)C	?	-2%	-23%	-15%	18%	-9	12%	-7%	-2%
COc1cccc(CN2CCN(Cc3ccon3)CC2CCO)c1 (stereo not given)	4%	i	-3%	2%	-6%	1	64%[activator]	3%	-11%

(continued)
SMILES	G9a block	PGK inhibitor	JMJD2A Tudor	Pin1 inh	GLS inhibitor	PI4K2A block	HP1b binding inh	BAZ2B block	POLH inh
O=C(NCC(c1cccnc1)N1CCN(Cc2ccccc2)CC1)C(=O)Nc1cccc(F)c1 (stereo not given)	-11%[59 µM]	6%	-8%	-8%	2%	0	37%	-4%	-9%
Cc1ccc(S(=O)(=O)NC2c3cccc4cccc(c34)C2Sc2nc(C)cc(C)n2)cc1 (stereo not given)	-22%[59 µM]	0%	-24%	-2%	-7%	-1	17%	2%	-25%
CC1CC(=O)N(CC(=O)Nc2ccc(F)cc2F)c2ccccc2S1 (stereo not given)	-5%[59 µM]	-5%	-6%	-8%	3%	-3	20%	-2%	-16%
Cc1ccc(NC(=O)CCC(=O)O)cc1F	-3%[12.7 µM]	-7%	-22%	-4%	2%	0	17%	9%	-9%
COc1ccc(-n2cc(C(=O)Nc3cc(F)ccc3F)c3ccccc3c2=O)cc1	?	0%	?	-3%	0%	-7	-6%	?	-10%
Cc1ccc(NC(=O)/C=C/C(=O)O)c([N+](=O)[O-])c1	?	-6%	-9%	-2%	-7%	1	53%[activator]	4%	-18%
CC(Cl)C(=O)NNc1cccc(Cl)n1 (stereo not given)	-24%[59 µM]	6%	-7%	-4%	20%	4	-1%	4%	-11%
Cc1n[nH]c(C)c1Cc1ccc(C(=O)O)cc1	-38%	i	-23%	8%	-6%	-4	16%	-2%	1%
CC(=O)Nc1ccc(S(=O)(=O)NC2CC(=O)N(c3ccc(C)c(C)c3)C2)cc1 (stereo not given)	0%	3%	-6%	-11%	2%	1	27%	-4%	-3%
CC(NCC(=O)Nc1ccccc1C(=O)NC1CC1)c1ccc(F)cc1F (stereo not given)	19%[12.7 µM]	-10%	-6%	0%	-9%	1	39%	-15%	?
NC(=O)c1ccc(NC(=O)CSc2nc3ccccc3c(=O)n2CCCN2CCOCC2)cc1	16%[12.7 µM]	i	0%	-6%	-4%	-2	56%[activator]	4%	-10%
c1cncc(-c2cnc3ccccc3c2)c1	1%[0.501 µM]	-6%	-16%	-1%	-3%	0	21%	1%	-4%
O=C(Nc1cc2nn(-c3ccccc3)nc2cc1Cl)c1ccco1	21%[12.7 µM]	-7%	-17%	14%	1%	2	21%	-33%	-3%
NC1=NC(=O)C(CC(=O)c2ccc(Cl)cc2)S1 (stereo not given)	?	-3%	-2%	-2%	-1%	0	52%[activator]	-2%	-13%
Cc1ccc(Cn2nc(C)c(NC(=O)C3CC3)c2C)cc1	-23%[59 µM]	i	-8%	-2%	-16%	-4	42%[activator]	14%	-10%

Ordered by formula weight (smallest number first): part of the list above.
SMILES	G9a block	PGK inhibitor	JMJD2A Tudor	Pin1 inh	GLS inhibitor	PI4K2A block	HP1b binding inh	BAZ2B block	POLH inh
O=C(Nc1cc2nn(-c3ccccc3)nc2cc1Cl)c1ccco1	21%[12.7 µM]	-7%	-17%	14%	1%	2	21%	-33%	-3%
CC(=O)Nc1ccc(S(=O)(=O)NC2CC(=O)N(c3ccc(C)c(C)c3)C2)cc1 (stereo not given)	0%	3%	-6%	-11%	2%	1	27%	-4%	-3%
O=C(NCC(c1cccnc1)N1CCN(Cc2ccccc2)CC1)C(=O)Nc1cccc(F)c1 (stereo not given)	-11%[59 µM]	6%	-8%	-8%	2%	0	37%	-4%	-9%

Going on with the list:
SMILES	G9a block	PGK inhibitor	JMJD2A Tudor	Pin1 inh	GLS inhibitor	PI4K2A block	HP1b binding inh	BAZ2B block	POLH inh
CCCOc1ccc(N2CC(C(=O)NC(C)C)CC2=O)cc1 (stereo not given)	-1%	-8%	-19%	-3%	-23%	-4	52%[activator]	-16%	7%
CCOC(=O)C1CCCN(C(=S)Nc2cccc(Cl)c2C)C1 (stereo not given)	31%[59 µM]	2%	5%	-12%	2%	8	28%	-12%	-5%
CN(C)CCOC(=O)c1cccc(Br)c1	-18%	-8%	-12%	-1%	-6%	-1	36%	4%	-19%
O=[N+]([O-])c1ccc(N2CCOCC2)c([N+](=O)[O-])c1	·	i	-28%	-6%	-7%	4	4%[57 µM]	·	-10%
Cc1nc2nc(SCc3ccccc3)[nH]n2c(=O)c1CCC(C)C	11%	-2%	-5%	-9%	6%	-6	36%	5%	-2%
O=C(CSc1nc2c([nH]c3ccccc32)c(=O)n1-c1ccc(Cl)cc1)c1ccccc1	11%[59 µM]	7%	-11%	?	2%	4	16%[57 µM]	5%	-5%
O=C(C(c1ccccc1)C(O)(c1ccccc1)c1ccccc1)N1CCOCC1 (stereo not given)	·	-10%	-9%	6%	-12%	-4	11%[57 µM]	·	-7%
NC(=O)C1CCN(c2nc(-c3ccc4ccccc4c3)cs2)CC1	-10%[12.7 µM]	-2%	?	7%	27%	-2	-11%	-12%&-13%	-3%
S=c1[nH]nc(Nc2cccc3ccccc23)s1	0.32µM*	-2%	18µM*	-11%	?	-3	40µM*	?	-11%
O=C1CN(C(=S)NC(=O)c2ccccc2[N+](=O)[O-])CCN1	·	1%	?	-3%	0%	-1	?	-10%	-2%
O=C(OC(C(=O)NC1CCCC1)c1ccccn1)c1cccs1 (stereo not given)	0%[12.7 µM]	-2%	-24%[57.1 µM]	-2%	-1%	0	62%[activator]	5%	4%
NC(=O)c1cc2ccccc2o/c1=N/NC(=O)c1cccc(F)c1	-31%	-1%	-10%	-7%	1%	-1	36%[activator]	8%	-10%
COc1cccc2c(=O)c3ccoc3n(C)c12	-13%[59 µM]	-4%	-1%	-1%	-9%	1	46%[activator]	-5%	-19%
